High-throughput results: PubChem, several laboratories
T cell modulator – T cell immune modulators affecting CD8 T cell-vesicle binding; 2C CD8+ T cell-vesicle binding, flow cytometry; stronger effect = lower value; calls only at 7 µM; 330,000 tested, 0.068% active; AID 2052;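 active means response, share of CD8 T cells binding vesicles, and their 90th percentile fluorescence all below set limits, cut at about 80% in these data, passing the limit was not always enough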
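Assay system – 2C mouse CD8+ T cells · Also added – QL9-loaded Drosophila micro-vesicles · Timing – Cell–vesicle co-incubation 1.5 h at 37 °C, staining 20 min on ice · Signal – flow cytometry of vesicle-bound cells · Measure – percent CD8+ FL2 mean versus row control · Controls – Peptide-free naked vesicles (low) and QL9 vesicles with 0.7% DMSO vehicle (high)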
GPR35 arrestin U2OS – GPR35 antagonists blocking zaprinast-driven arrestin recruitment, primary screen, imaging, U2OS, beta-arrestin-GFP, zaprinast agonist (AID 2058); U2OS GPR35 beta-arrestin-GFP translocation imaging, zaprinast antagonism; higher % means a stronger effect; inhibition, % at 10 µM; hits with a dose series show IC50 in µM; 290,000 tested, 0.052% active;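 active means inhibition of at least 50% with at least 30 cells and total cytoplasm GFP at most 10,000,000; inconclusive means under 30 cells or total GFP of 10,000,000 plus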
NTR1 agonist – agonists of NTR1, primary screen, imaging, U2OS cells, beta-arrestin-GFP, high content (AID 493036) | activation, % at 20 µM | NTR1-U2OS beta-arrestin-GFP spot imaging, agonist mode | P30989 | 330,000 tested, 0.17% active;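 active means activation at or above 40% of the spot to cytoplasm intensity ratio, with at least 20 cells analyzed; inconclusive means wells under 20 cells, flagged as cytotoxic or low count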;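 further: 0% = DMSO without peptide and 100% = 100 nM NTR1 peptide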
Target sequence (P30989 whole entry, looked up): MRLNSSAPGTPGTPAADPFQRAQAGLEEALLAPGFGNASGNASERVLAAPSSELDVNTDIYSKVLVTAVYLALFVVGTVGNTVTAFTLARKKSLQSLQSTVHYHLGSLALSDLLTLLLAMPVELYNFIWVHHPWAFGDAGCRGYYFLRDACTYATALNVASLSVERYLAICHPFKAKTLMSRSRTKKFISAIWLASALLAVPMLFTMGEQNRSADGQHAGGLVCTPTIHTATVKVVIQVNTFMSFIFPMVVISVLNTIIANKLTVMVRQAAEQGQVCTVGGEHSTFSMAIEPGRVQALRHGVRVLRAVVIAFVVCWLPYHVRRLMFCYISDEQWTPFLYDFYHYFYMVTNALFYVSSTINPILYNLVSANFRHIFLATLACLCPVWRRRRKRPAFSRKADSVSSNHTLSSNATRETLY
GPR55 LPI antagonism – GPR55 antagonists blocking LPI-driven arrestin recruitment, primary screen, imaging, U2OS, beta-arrestin-GFP, LPI agonist (AID 2013); U2OS GPR55 beta-arrestin-GFP translocation imaging, LPI antagonism; higher % means a stronger effect; inhibition, % at 10 µM, or IC50 in µM where a hit was titrated; 290,000 tested, 0.13% active;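 active means spots per cell inhibited over 60%, with over 100 cells counted and total cytoplasm intensity under 500,000; inconclusive means wells with under 100 cells, flagged as likely toxic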;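 further: U2OS cells stably carrying GPR55 and arrestin-GFP stimulated by 5 µM LPI near EC80; imaged beta-arrestin-GFP aggregate spots per cell after agonist stimulation; plate controls were LPI-stimulated DMSO wells for no effect and DMSO wells without LPI for full effect; some results filed as inactive read as strong as hits; confirmed hits need IC50 under 10 µM and bright autofluorescent wells are also inconclusive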
KOR beta-arrestin-1 – KOR antagonists, beta-arrestin recruitment, cell-based, luminescence, uHTS (AID 1778); 290,000 tested, 0.091% active; KOR beta-arrestin recruitment, luminescence, antagonist mode; higher % means a stronger effect; inhibition, % at 10 µM, or IC50 in µM where a hit was titrated; in the data active means inhibition above about 50%; further: strong numbers were not always called active
Salmonella PhoP GFP – inhibitors of PhoP regulon expression, primary screen, Salmonella Typhimurium, GFP reporter (AID 1863); 300,000 tested, 0.16% active; inhibition, % at 50 µM; hits with a dose series show IC50 in µM; S. Typhimurium PhoP-regulated promoter GFP reporter, 4 h; higher % means a stronger effect;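 active means inhibition over 29.93%, a cutoff 3 SD above the screen mean, later confirmed by dose response; inconclusive means inhibition over 29.93% but no dose response follow-up; inactive means inhibition at most 29.93% or unconfirmed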;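 further: 0% = low Mg2+ inducing control and 100% = high Mg2+ repressing control; strong numbers were not always called active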
GPR55 beta-arrestin – selective activators of receptor GPR55 – imaging, U2OS cells, beta-arrestin-GFP redistribution, primary screen (AID 1961); U2OS GPR55 beta-arrestin-GFP redistribution imaging; higher % means a stronger effect; activation, % at 10 µM; hits with a dose series show EC50 in µM; 290,000 tested, 0.048% active;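 active means activation above 40% with more than 50 cells counted in the well; inconclusive means wells holding fewer than 50 cells, flagged as toxic or sparse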;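 further: U2OS osteosarcoma cells stably expressing GPR55 and beta-arrestin-GFP; plate controls were DMSO negative control for no effect and LPI positive control for full effect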
KOR beta-arrestin-2 – KOR agonists, beta-arrestin recruitment, primary screen, cell-based, luminescence, uHTS (AID 1777); 280,000 tested, 0.02% active; KOR beta-arrestin recruitment, luminescence; higher % means a stronger effect; one-dose activation, % at 10 µM; EC50 in µM for titrated hits; in the data active means activation above about 50%, passing the limit was not always enough; further: a part of the inactive calls stands beside numbers as strong as those of hits
West Nile virus CPE – inhibition of WNV-induced cytopathic effect – cell-based, CPE readout (AID 1621); West Nile virus-infected cells, CPE inhibition; higher % means a stronger effect; CPE inhibition, % at 10 µM, or IC50 in µM where a hit was titrated; 290,000 tested, 0.02% active; in the data active means a potency from the dose series; inconclusive means CPE inhibition mostly from about 3.7% at the one dose, without a potency; inactive means the rest, 99 in 100 with CPE inhibition below about 2.2%; further: strong numbers were not always called active
T cell modulator vesicle-bound % – recorded beside T cell modulator, whose call it bears; double positive events, %; measured here: CD8+ vesicle-bound cell fraction;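 binding gate set so that unloaded-vesicle control wells show 10% double positive cells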
NTR1 agonist cell count 20 µM – recorded beside NTR1 agonist, whose call it bears; cell count; measured here: cell count, cytotoxicity flag
Active calls of the source: *; i = inactive; ? = inconclusive; · = not tested or not shown; [ ] = another dose, or the depositor's remark.

Start of the data: the first five records, ahead of the listing:
item | mol | T cell modulator | T cell modulator vesicle-bound % | GPR35 arrestin U2OS | NTR1 agonist | NTR1 agonist cell count 20 µM | GPR55 LPI antagonism | KOR beta-arrestin-1 | Salmonella PhoP GFP | GPR55 beta-arrestin | KOR beta-arrestin-2 | West Nile virus CPE
1 | CCOC(=O)/C(C#N)=C/N=c1ccc(C)cn1C | i | 44 | 10% | 3.2 | 37 | 2% | 15% | -4% | -0.2% | 0.6% | 0.1%
2 | COC(=O)c1ccc(NC(=S)NC2CC(C)(C)NC(C)(C)C2)cc1 | i | 72 | -5% | 0.0 | 50 | -27% | -19% | -13% | 0.2% | 8.2% | 0.5%
3 | Cc1nn(-c2ccccc2)c2c1C(O)CC(C)(C)C2 (stereo unspecified) | i | 44 | 1% | -0.9 | 85 | 4% | -4% | -7% | 0.3% | -0.7% | -0.2%
4 | O=C(COC(=O)c1cccc(F)c1)Nc1cccnc1Cl | i | 35 | -14% | -0.2 | 91 | 15% | 2% | 4% | -0.2% | -3.3% | 0.9%
5 | CCOCCCNS(=O)(=O)c1cc2[nH]c3c(c2cc1C)C(=O)CC(C)(C)C3 | i | 64 | 7% | 0.3 | 94 | 11% | -6% | -6% | -0.1% | -1.3% | -0.6%

All compounds of this part, previewed entries included:
item | mol | T cell modulator | T cell modulator vesicle-bound % | GPR35 arrestin U2OS | NTR1 agonist | NTR1 agonist cell count 20 µM | GPR55 LPI antagonism | KOR beta-arrestin-1 | Salmonella PhoP GFP | GPR55 beta-arrestin | KOR beta-arrestin-2 | West Nile virus CPE
1 | CCOC(=O)/C(C#N)=C/N=c1ccc(C)cn1C | i | 44 | 10% | 3.2 | 37 | 2% | 15% | -4% | -0.2% | 0.6% | 0.1%
2 | COC(=O)c1ccc(NC(=S)NC2CC(C)(C)NC(C)(C)C2)cc1 | i | 72 | -5% | 0.0 | 50 | -27% | -19% | -13% | 0.2% | 8.2% | 0.5%
3 | Cc1nn(-c2ccccc2)c2c1C(O)CC(C)(C)C2 (stereo unspecified) | i | 44 | 1% | -0.9 | 85 | 4% | -4% | -7% | 0.3% | -0.7% | -0.2%
4 | O=C(COC(=O)c1cccc(F)c1)Nc1cccnc1Cl | i | 35 | -14% | -0.2 | 91 | 15% | 2% | 4% | -0.2% | -3.3% | 0.9%
5 | CCOCCCNS(=O)(=O)c1cc2[nH]c3c(c2cc1C)C(=O)CC(C)(C)C3 | i | 64 | 7% | 0.3 | 94 | 11% | -6% | -6% | -0.1% | -1.3% | -0.6%
6 | CC(=O)C1=NN(c2ccc(Cl)cc2)C(c2ccc3c(c2)OCO3)N(C(C)=O)N1C (stereo unspecified) | i | 20 | 1% | 2.6 | 46 | 12% | 23% | -8% | 0.2% | 2.9% | -1.3%
7 | COC(=O)c1cccc(NC(=O)c2ccc3c(c2)C(=O)N(CC2CCCO2)C3=O)c1 (stereo unspecified) | i | 44 | -3% | 2.8 | 55 | 8% | -37% | 15% | -0.1% | 2.8% | 0.4%
8 | CC1=C(C(=O)OCc2ccccc2)C(c2ccsc2)C(C#N)=C(N)O1 (stereo unspecified) | i | 5 | 15% | 2.7 | 50 | -12% | -32% | 9% | -0.4% | 8.7% | 0.3%
9 | C/C(=N\NC(=O)C1(C)CC1(Br)Br)c1ccc(NC(=O)C2CCC2)cc1 (stereo unspecified) | i | 42 | 17% | 3.8 | 69 | -4% | -38% | -4% | -0.2% | -0.2% | -0.3%
10 | CC(C)(C)c1nn(-c2ccccc2)c2[nH]c(=O)c(C=O)cc12 | i | 66 | 7% | 3.0 | 57 | -4% | 12% | 4% | -0.2% | 9.4% | ?
11 | CCOC(=O)c1[nH]c(Cc2[nH]c(C(=O)OCC)c(C)c2CCC(=O)OC)c(CCC(=O)OC)c1C | i | 37 | -9% | 5.1 | 82 | 7% | 27% | -1% | -0.1% | 22% | -0.1%
12 | COc1cc(CN2CCCN(C)CC2)cc([N+](=O)[O-])c1O | i | 23 | 10% | 0.5 | 56 | -7% | -9%[20 µM] | -5% | -0.1% | 2.1% | 0.1%
13 | COc1ccc(/C=N/NC(=O)c2ccncc2)cc1COc1ccc(NC(C)=O)cc1 | i | 48 | -7% | 0.5 | 67 | 6% | 20% | -4% | -0.1% | 1.9% | 0.0%
14 | CN(C)CCCOC(=O)N1c2ccccc2C=Cc2ccccc21 | i | 30 | 3% | -0.1 | 94 | 11% | 9% | 7% | 0.0% | -2.5% | -0.3%
15 | CC(C)(C)n1nnnc1C(c1cccnc1)N(Cc1ccccc1)Cc1ccco1 (stereo unspecified) | i | 60 | 16% | 4.3 | 40 | 26% | 22% | 8% | -0.1% | 3.8% | ·
16 | O=C(COc1ccc(F)cc1)N1CCc2ccccc2C1 | i | 46 | 2% | 0.8 | 63 | 6% | -12%[20 µM] | 8% | -0.3% | 0.3% | -0.4%
17 | CC(C)(C)NC(=O)CSc1nncn1NCc1cccc2ccccc12 | i | 37 | 5% | 1.1 | 41 | -17% | -10% | -4% | 0.6% | -2.0% | -0.1%
18 | O=C(CSc1nc2ccccc2c(=O)n1CCCN1CCOCC1)NC12CC3CC(CC(C3)C1)C2 | i | 34 | -12% | 0.8 | 64 | 8% | -32% | -1% | 0.2% | -6.3% | -0.7%
19 | CCn1c(SCC(=O)c2ccc(O)c(O)c2)nnc1-c1ccccc1 | i | 38 | 3% | -1.7 | 28 | 0% | -4% | 12% | -0.4% | -1.9% | ·
20 | COc1ccccc1N1CCN(c2ccc3cc(S(=O)(=O)N4CCCCC4)ccc3n2)CC1 | i | 31 | 8% | 1.8 | 53 | 2% | -44% | 6% | -0.1% | -1.4% | -1.8%
21 | Cc1onc(-c2ccccc2)c1C(=O)N1CCN(S(=O)(=O)c2ccc(OC(F)(F)F)cc2)CC1 | i | 39 | 8% | 2.3 | 46 | -5% | -32% | -6% | -0.1% | -0.5% | -0.6%
22 | O=C(Nc1ccc(Cl)cn1)c1ccccc1[N+](=O)[O-] | i | 43 | -1% | 2.2 | 46 | -9% | 3% | -3% | 0.2% | -8.9% | -1.1%
23 | Cn1c(SCC(=O)Nc2ccc(F)cc2)nnc1C1CC1 | i | 29 | 4% | -0.4 | 49 | 10% | -30% | 0% | -0.2% | -2.0% | 0.1%
24 | C1=CC2CC1CC2CN1CCN(c2ccccc2)CC1 (stereo unspecified) | i | 25 | 8% | 0.8 | 79 | 5% | 4% | 28% | 0.0% | -4.9% | -0.2%
25 | COC(=O)CCC(=O)OC1(C)C(=O)C2=CN(c3ccccc3)C(c3ccc(OC)cc3)=CC2=C(Br)C1=O (stereo unspecified) | i | 13 | · | -0.1 | 94 | · | · | 8% | · | · | 0.8%
26 | S=C(NCc1ccco1)NCC(c1ccco1)N1CCCCC1 (stereo unspecified) | i | 11 | -16% | 0.6 | 43 | -6% | -5% | -8% | 0.1% | -0.5% | -0.6%
27 | COc1ccc2c(CC(=O)OCC(=O)Nc3ccc4c(c3)OCO4)coc2c1 | i | 13 | 1% | -2.0 | 70 | 5% | 12% | 4% | -0.1% | -2.8% | 0.2%
28 | CCSc1nnc2n(-c3ccc(OC)cc3)c(=O)c3c4c(sc3n12)CCCC4 | i | 24 | -1% | 5.6 | 34 | 15% | 1% | 3% | -0.1% | -4.6% | 0.4%
29 | CC1CCCCN1C(=O)c1cc2nc(-c3ccccc3)cc(-c3ccccc3)n2n1 (stereo unspecified) | i | 40 | -18% | 14 | 51 | -5% | -6% | -9% | 0.1% | 5.8% | 1.9%
30 | CC1(C)CC(=O)C=C(Nc2ccccc2N)C1 | i | 40 | -2% | -0.2 | 76 | 17% | -5% | -1% | -0.2% | 0.7% | 0.1%
31 | O=C(N/N=C/c1ccc2c(c1)OCO2)c1cc(-c2ccccc2)nc2ccccc12 | i | 56 | 5% | -0.2 | 89 | -7% | -8% | 6% | -0.2% | 9.1% | -0.9%
32 | CNC(=O)/C(=C\C=C\c1ccccc1)NC(=O)c1ccc([N+](=O)[O-])cc1 | i | 56 | -13% | 0.4 | 49 | 10% | -1% | 0% | -0.3% | -3.9% | 0.6%
33 | COc1ccc(OC)c(-n2c(C)cc(C=O)c2C)c1 | i | 45 | -3% | 0.9 | 56 | 13% | -10% | -6% | 0.0% | -3.0% | 0.3%
34 | Cc1cc(C)n2nc(SC(C)C(=O)Nc3ccc(Cl)cn3)nc2n1 (stereo unspecified) | i | 32 | 4% | -0.7 | 63 | 4% | -31% | -5% | 0.8% | 0.3% | -0.2%
35 | O=C(CNC(=O)c1ccc([N+](=O)[O-])cc1)N/N=C\c1ccc(OC(=O)c2ccccc2)cc1 | i | 20 | -1% | 0.9 | 62 | 0% | -49% | 14% | 0.2% | 4.7% | 0.5%
36 | COc1ccc(C2=Nn3c(nnc3-c3ccccn3)SC2)cc1 | · | · | -6% | 5.0 | 43 | -24% | 16% | -3% | -0.2% | -4.9% | 1.9%
37 | Cc1ccc(-n2nc3c(=O)n(CC(=O)NCc4cccs4)nc(C)c3c2C)cc1 | i | 34 | -19% | 1.2 | 57 | 4% | -12% | -2% | -0.1% | -0.3% | -0.5%
38 | C=CCn1c(Sc2nnc(C)s2)nc2c1c(=O)[nH]c(=O)n2C | i | 23 | 0% | 1.7 | 88 | 4% | 4% | 7% | -1.0% | · | 0.5%
39 | CC(=O)c1sc(Nc2cccc(C)c2)nc1C | i | 5 | 1% | 0.1 | 37 | -8% | -20%[20 µM] | 0% | -0.1% | -4.0% | -0.8%
40 | Cc1cc(C)cc(N(CC(=O)N2CCN(c3ccccc3)CC2)S(=O)(=O)c2c(C)noc2C)c1 | i | 42 | -9% | -0.5 | 70 | -5% | -24% | -3% | -0.1% | 3.8% | -0.9%
41 | CCOc1ccc(-c2cc(C(=O)NN=C3CCN(C)CC3)[nH]n2)cc1 | i | 60 | -8% | -1.3 | 70 | 7% | -4% | 20% | -0.4% | -6.6% | -1.0%
